Screens: PubChem, several laboratories
APP 5'UTR act: activates APP 5'UTR luciferase reporter; SH-SY5Y APP 5'UTR luciferase reporter, luminescence; zero percent = DMSO vehicle wells; activation, % at 2 µM; 190,000 tested, 1% active; AID 1276;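 active = activation above a set limit, based on mean plus 3 SD of controls, cut at about 140% in these data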; also: values of inactives mirror those of a sister screen read the other way
STAT3 activator: STAT3 signaling activation. U3A cells, IL-6 STAT3-luciferase reporter, luminescence; 100% = signal with IL-6 EC80 alone. activation (% of control), % at 5.6 µM. 190,000 tested, 0.91% active. AID 871;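 active = activation above the screen-wide mean of compound activation plus 3 SD, cut at about 130% in these data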;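 also: 0% = background luminescence of wells with medium and substrate only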
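Material: human STAT1-deficient U3A cells with stable STAT3-luciferase reporter / Probe or stimulus: IL-6 stimulus at 33 ng/mL final / Schedule: 1 h compound pre-exposure, 6 h IL-6 stimulation, 37 °C / Technique: luminescence / Read-out basis: percent of IL-6-only median luminescence / Control set: IL-6-only high control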
HMGR II inh: inhibitors of class II HMG-CoA reductase from Enterococcus faecalis; purified E. faecalis HMGR, NADPH absorbance 340 nm kinetic; inhibition, % at 10 µM; 190,000 tested, 0.41% active;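 active = inhibition above a set limit, the median over all tested compounds plus 3 SD, cut at about 9.5% in these data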;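 also: enzyme runs in reverse so mevalonate oxidation gives rising NADPH absorbance; 0% = complete reaction with DMSO and 100% = background rate lacking mevalonate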
NF-kB expr up: NF-kB expression increase, human neuronal cells. fold change at 12.5 µM. AID 1239. NF-kB reporter expression; active compounds read high. 190,000 tested, 1.6% active; in the data active = fold change above about 3.3
STAT1 activator: increases IFN-gamma driven STAT1 reporter signal; 200,000 tested, 2.6% active; NIH 3T3 STAT1-luciferase reporter, luminescence; 100% = IFN-gamma alone, no compound; activation (% of control), % at 5.5 µM;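 active = activation above the screen-wide mean activation plus 3 SD, cut at about 130% in these data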;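 also: raw ratio to IFN-gamma control signal so 100% means no change and 0% no light; values of inactives mirror those of a sister screen read the other way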
TLR4-MyD88 BLA: blocks binding of human TLR4 to MyD88; inhibition, % at 8.4 µM; 200,000 tested, 0.18% active; AID 861; HeLa CL3-4 TLR4/MyD88 BLA complementation, FRET ratio; in the data active = inhibition above about 25%;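 also: 0% = vehicle and 100% = reference inhibitor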
Target sequence (O00206 whole entry, looked up): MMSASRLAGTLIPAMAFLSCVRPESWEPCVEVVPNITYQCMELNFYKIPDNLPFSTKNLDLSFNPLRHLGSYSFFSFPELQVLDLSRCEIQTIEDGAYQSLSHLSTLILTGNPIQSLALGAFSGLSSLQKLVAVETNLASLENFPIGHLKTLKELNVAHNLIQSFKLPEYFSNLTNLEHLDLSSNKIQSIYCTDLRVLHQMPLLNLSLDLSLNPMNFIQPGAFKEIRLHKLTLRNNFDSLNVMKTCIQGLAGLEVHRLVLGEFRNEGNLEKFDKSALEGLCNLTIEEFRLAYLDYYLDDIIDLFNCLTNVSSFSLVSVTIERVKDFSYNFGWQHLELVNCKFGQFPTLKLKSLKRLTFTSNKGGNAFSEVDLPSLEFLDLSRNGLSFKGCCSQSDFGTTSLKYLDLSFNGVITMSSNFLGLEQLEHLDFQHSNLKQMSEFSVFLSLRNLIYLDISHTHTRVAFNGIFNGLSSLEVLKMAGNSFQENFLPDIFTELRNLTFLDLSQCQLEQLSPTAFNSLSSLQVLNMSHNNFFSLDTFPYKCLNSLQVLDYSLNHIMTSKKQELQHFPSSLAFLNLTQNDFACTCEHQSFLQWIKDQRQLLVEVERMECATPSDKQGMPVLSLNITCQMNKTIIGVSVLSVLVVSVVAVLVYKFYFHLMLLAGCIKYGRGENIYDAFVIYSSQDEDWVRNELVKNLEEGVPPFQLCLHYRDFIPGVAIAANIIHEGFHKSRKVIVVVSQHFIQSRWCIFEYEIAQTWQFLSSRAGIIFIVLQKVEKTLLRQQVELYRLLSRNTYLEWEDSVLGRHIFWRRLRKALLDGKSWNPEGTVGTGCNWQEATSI
Target sequence (Q99836 whole entry, looked up): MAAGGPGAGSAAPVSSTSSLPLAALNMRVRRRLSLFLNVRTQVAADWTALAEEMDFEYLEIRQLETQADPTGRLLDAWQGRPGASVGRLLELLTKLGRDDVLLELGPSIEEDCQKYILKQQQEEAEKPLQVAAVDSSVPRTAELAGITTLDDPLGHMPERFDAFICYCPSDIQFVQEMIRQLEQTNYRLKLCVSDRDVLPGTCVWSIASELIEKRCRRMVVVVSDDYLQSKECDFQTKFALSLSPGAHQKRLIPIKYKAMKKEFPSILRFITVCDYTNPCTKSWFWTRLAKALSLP
STAT1 blocker: inhibitors of IFN-gamma induced STAT1 signaling; NIH 3T3 STAT1-luciferase reporter, luminescence; 200,000 tested, 0.35% active; AID 920; inhibition, % at 5.5 µM;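 active = inhibition above a set limit, the mean inhibition across all tested compounds plus 3 SD, cut at about 34% in these data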;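 also: 0% = IFN-gamma with DMSO and 100% = IFN-gamma with 300 µM nifuroxazide; values of inactives mirror those of a sister screen read the other way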
Hsp70 act: transcriptional activators of Hsp70 | 200,000 tested, 0.04% active | HeLa Hsp70 promoter luciferase reporter, luminescence; scaled: vehicle 0, proteasome-inhibitor control 100% | AID 1203 | activation, % at 10 µM;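 active = activation above the mean across all tested compounds plus 3 SD, cutoff set per campaign, cut at about 5.5% in these data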;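 also: 100% = MG132 at 30 µM as the positive control and 0% = DMSO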
STAT3 blocker: inhibitors of IL-6 induced STAT3 signaling. U3A cells, IL-6 STAT3-luciferase reporter, luminescence; host cell line lacks STAT1. inhibition, % at 5.5 µM. 190,000 tested, 0.89% active;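 active = inhibition above the mean inhibition across all screened compounds plus 3 SD, cut at about 44% in these data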;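 also: 0% = DMSO only wells and 100% = 100 µM nifuroxazide control wells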
Redox H2O2 prof: compounds producing H2O2 with reducing agent – biochemical, NIH compound library profiling, artefact control for MLSCN library redox annotation, primary screen; 200,000 tested, 0.03% active; activation, % at 10 µM; DTT-dependent redox cycling H2O2, phenol red/HRP absorbance; 100% = 100 µM peroxide control, 0% = buffer;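 active = activation of at least 50% relative to the plate's high and low controls in the primary single-dose screen; inactive = activation below 50%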;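 also: compound incubated with DTT at 0.8 mM final as the reducing agent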
An asterisk follows results filed as active; nt = no result given.

Every second line gives: STAT3 activator	APP 5'UTR act	STAT1 blocker	Hsp70 act	STAT1 activator	HMGR II inh	STAT3 blocker	Redox H2O2 prof	TLR4-MyD88 BLA	NF-kB expr up
Cc1ccc(-c2nn(C)c(=O)c3ccccc23)cc1S(=O)(=O)N1CCCC1
  97.8	-10.5	0.0	-0.2	100.0	0.7	7.9	0.0	-0.3	0.98
Clc1ccc(N2CCN(c3nc4nonc4nc3N3CCSCC3)CC2)nc1
  101.0	9.2	1.1	0.1	97.7	-0.4	4.1	-0.3	-1.6	1.07
CC1CCN(CCCNC(=O)C2CCC(=O)N2C2CCCC2)CC1 (stereo not drawn)
  92.5	-20.1	7.7	-0.3	93.0	-0.6	12.8	1.4	0.3	1.04
CCc1c(C)nc(SCCOc2ccc(OC)cc2)[nH]c1=O
  102.5	-2.1	-4.0	0.0	103.7	-2.3	1.7	-1.0	5.6	1.06
CC(=O)Nc1nnc(SCC(=O)c2ccc(F)cc2)s1
  91.3	4.0	1.0	-0.4	99.0	-2.0	15.5	0.2	-18.6	1.46
O=C(COc1cccc2cccnc12)N/N=C/c1ccc(O)cc1
  102.0	2.2	-7.6	-0.1	107.8	2.5	-1.8	-0.7	-1.8	1.07
CN(C)/C=N/C(=S)Nc1ccccc1Cl
  100.1	1.5	-17.5	0.1	114.0	2.7	8.4	-0.3	-22.3	1.14
CCOc1cc(/C=N\NC(=O)c2ccc(NC(=O)C(C)(C)C)cc2)ccc1OC(=O)c1cccc(C)c1
  86.3	-16.0	11.0	-0.3	90.0	-2.1	21.6	-5.0	-10.7	0.3
[N-]=[N+]=CC(=O)CC(c1ccccc1)N1C(=O)c2ccccc2C1=O (stereo not drawn)
  107.9	-1.9	-5.1	-0.1	104.7	-3.9	-6.7	0.3	-5.5	1.34
O=C(CNc1ccc2ccccc2c1)N/N=C/c1ccc(C(=O)O)cc1
  114.2	7.5	1.9	-0.1	99.8	-8.0	-11.2	0.0	-6.6	0.96
C=CCn1c(SCC(=O)Nc2cccc(C)c2)nnc1-c1cnccn1
  97.4	2.7	-4.0	0.6	103.6	2.4	5.6	6.3	-1.9	0.87
COc1ccc(CCNc2cn[nH]c(=O)c2Cl)cc1OC
  100.8	3.2	-5.1	-0.2	102.8	0.9	2.5	-0.2	7.5	1.03
CC(=O)N=c1cccc(NC(C)=O)n1O
  97.8	-13.3	-0.1	-0.2	100.1	-3.0	6.3	1.3	-13.0	1.11
COc1ccccc1NC(=O)c1nn(-c2cccc(C(F)(F)F)c2)ccc1=O
  95.5	16.8	-2.7	-0.3	102.4	nt	11.4	2.7	-3.2	0.94
COc1cc(-n2c(=O)c3ccccc3n(Cc3ccccc3)c2=O)cc(OC)c1OC
  101.3	12.4	1.3	-0.1	98.8	6.8	0.0	-2.9	-2.4	1.03
CCOc1ccc(Nc2oc(Cc3ccccc3)nc2C#N)cc1
  103.6	28.3	-11.7	-0.1	110.7	1.4	1.9	1.9	1.3	1.57
CCN(C(=O)CN1C=NS(=O)(=O)c2ccccc21)c1ccccc1
  103.5	1.6	-3.1	-0.2	102.8	2.8	-6.9	-0.2	-8.4	1.03
CCCn1c(=N)c(C#N)cc2c(=O)n3ccccc3nc21
  105.3	4.2	-3.7	-0.5	103.3	-2.6	-2.2	0.5	-10.2	1.36
O=C(CNC(=O)c1cccc(OC(F)F)c1)OCC(=O)c1ccccc1
  104.5	21.9	-1.5	0.6	101.0	-0.5	-1.4	-1.8	4.0	1
Cc1cc(C(=O)OCC(=O)NCc2ccc3c(c2)OCO3)c2ccccc2n1
  95.0	1.5	0.2	-0.1	98.6	-0.8	13.4	0.3	-4.1	1.03
COC(=O)c1ccccc1CCC(C)=O
  104.7	-12.2	2.5	-0.1	97.7	-0.3	-3.5	2.9	-4.0	1.07
COc1ccc(C)c2sc(N3CCCC3)nc12
  91.8	-12.1	5.5	-0.3	95.1	4.0	14.9	-1.0	-5.4	0.92
O=C(C(Cc1ccccc1)N1C(=O)C2C3CCC(C3)C2C1=O)N1CCCCC1 (stereo not drawn)
  97.7	-8.8	-3.8	-0.3	103.4	-3.5	7.7	-8.6	6.8	1.01
CCOC(=O)c1c(NC(=O)CN2CCN(C(=O)c3ccco3)CC2)sc(C(N)=O)c1C
  84.4	-2.0	12.1	-0.1	87.5	-0.5	23.3	-0.6	6.0	0.76
O=C(CN1CCN(c2cccc(Cl)c2)CC1)Nc1ccc([N+](=O)[O-])cc1C(=O)Nc1ccccc1F
  102.5	4.2	5.0	0.1	95.4	-4.0	0.7	-0.4	12.4	0.46
CC(=O)Nc1cccc(NC(C)=O)n1
  106.1	-12.8	3.6	-0.2	99.1	2.6	-4.2	0.1	2.9	1.22
CC(=O)N(C)c1ccc(NC(=O)c2cnn(C)c2)cc1
  98.4	-4.4	-9.3	-0.1	108.6	-1.9	0.3	0.1	-5.3	1.18
COc1ccc(NC(=O)C2CCCNC2)cc1OCC(C)C (stereo not drawn)
  105.5	5.4	1.9	0.4	98.3	-2.4	-4.5	1.4	3.5	1.03
O=C(Nc1cccc(F)c1)C1C2C=CC3(CN(CCCN4CCOCC4)C(=O)C13)O2 (stereo not drawn)
  103.0	17.6	-1.2	-0.1	101.1	-4.4	1.7	-0.3	0.5	1.57
O=C(OCC(=O)N1CCN(C(=O)c2ccco2)CC1)c1cc(-c2cccc(Br)c2)nc2ccccc12
  81.0	-29.3	-0.2	0.3	100.1	-3.1	22.8	-0.2	-1.2	0.4
C/C(=N\NC(=O)CN(c1ccc(C)cc1)S(C)(=O)=O)c1cccs1
  105.2	-4.4	4.0	-0.5	96.4	0.4	-1.1	-0.1	-1.7	1.03
Clc1ccc(C(c2nnnn2C2CCCC2)N2CCN(Cc3ccncc3)CC2)cc1 (stereo not drawn)
  102.1	4.2	-2.9	-0.4	102.6	-8.0	0.4	-0.2	-7.2	1.04
COc1ccc(Cl)cc1NC(=O)CCc1ccccc1
  85.8	-9.1	-5.5	-0.3	105.0	-3.5	17.3	0.2	5.0	1.55
COc1ccc(CNC(=O)c2cccc(C)c2[N+](=O)[O-])cc1
  94.1	17.5	3.1	-0.2	99.3	-2.9	5.0	-0.3	-4.6	1.33
O=C(NCc1ccccc1)C(c1ccccc1)N(Cc1ccc2c(c1)OCO2)C(=O)Cc1cccs1 (stereo not drawn)
  99.4	4.9	14.3	-0.3	87.4	2.7	4.5	0.4	9.5	0.53
CCOC(=O)C1=C(c2cccc(F)c2)NC(=S)NC1C (stereo not drawn)
  95.8	27.7	3.0	-0.2	97.2	-1.0	8.4	0.9	2.8	1.19
COC(=O)c1c(NC(=O)c2ccc(OC(C)C)cc2)sc2c1CC(C)(C)NC2(C)C
  nt	1.1	-4.6	-0.2	103.0	-4.2	nt	0.2	-18.4	0.63
C[C@@H]1CCC[C@H](C)N1NC(=O)c1ccc(Cl)c(S(N)(=O)=O)c1
  98.6	-17.1	-2.1	-0.2	101.9	1.6	3.9	0.2	-0.3	1.01
CN(C)S(=O)(=O)c1cccc(NC(=S)N/N=C/C2CC=CCC2)c1 (stereo not drawn)
  96.6	11.3	4.2	-0.3	95.6	-2.5	6.2	-1.0	-7.4	1.1
O=C(Nc1ccccc1)c1ccc(-c2ccccc2Cl)o1
  99.2	84.7	-7.7	0.2	107.0	-0.1	-1.9	0.5	-2.4	1.79

Two entries from above, set out differently:
compound	STAT3 activator	APP 5'UTR act	STAT1 blocker	Hsp70 act	STAT1 activator	HMGR II inh	STAT3 blocker	Redox H2O2 prof	TLR4-MyD88 BLA	NF-kB expr up
CN(C)S(=O)(=O)c1cccc(NC(=S)N/N=C/C2CC=CCC2)c1 (stereo not drawn)	96.6	11.3	4.2	-0.3	95.6	-2.5	6.2	-1.0	-7.4	1.1
O=C(Nc1ccccc1)c1ccc(-c2ccccc2Cl)o1	99.2	84.7	-7.7	0.2	107.0	-0.1	-1.9	0.5	-2.4	1.79

New compounds follow.
Every second line gives: STAT3 activator	APP 5'UTR act	STAT1 blocker	Hsp70 act	STAT1 activator	HMGR II inh	STAT3 blocker	Redox H2O2 prof	TLR4-MyD88 BLA	NF-kB expr up
CC(C)(C)c1ccc(C(=O)Nc2ccc(NC(=O)c3ccco3)cc2)cc1
  98.1	10.5	-3.3	0.1	103.0	-21.5	6.0	4.8	-1.6	1.36
CCSc1cc(N2CCOCC2)nc(-c2ccc(Cl)cc2)n1
  102.3	-12.3	1.4	-0.2	98.8	-2.0	2.0	0.0	-9.9	1.2
Cn1c(-c2c(N)n(-c3ccccc3)c3nc4ccccc4nc23)nc2ccccc21
  85.5	7.6	5.0	0.0	95.5	-4.8	18.2	1.0	54.1*	0.59
CCOC(=O)c1ccc2nc(NC(=O)c3cccs3)sc2c1
  80.4	57.7	-43.8	0.0	140.4*	-2.4	28.0	1.9	-7.7	6.99*
Cc1cccc(C)c1NC(=O)CN1C(=O)S/C(=C\c2cccn2C)C1=O
  104.0	17.7	2.9	0.1	99.4	3.6	5.0	1.9	7.5	1.17
COc1ccc(/C=N/NC(=O)c2cccnc2)cc1Cn1nc([N+](=O)[O-])c(Br)c1C
  132.2	-4.2	1.1	-0.1	97.9	-0.6	-34.9	-0.1	-1.2	1.22
Cc1ccc(NC(=O)Cn2c(=O)oc3cc(S(=O)(=O)N4CCC(C)CC4)ccc32)cc1C
  74.7	-8.3	22.9	-0.3	79.2	-2.6	37.7	-1.6	-6.5	0.87
Cc1ccc(C2=NN(C(=O)CSc3nc(N)cc(N)n3)C(c3ccco3)C2)cc1 (stereo not drawn)
  103.6	-20.2	-7.6	0.1	107.0	-4.4	4.7	0.1	2.1	0.9
Nc1sc2c(c1C(=O)NC1CCS(=O)(=O)C1)CCC2 (stereo not drawn)
  97.2	8.6	-1.1	-0.6	101.0	-4.6	11.9	0.6	1.4	1.16
C/C(=N\NC(N)=S)C1(C)CCCCC1
  97.9	8.8	-7.0	-0.3	106.4	0.7	6.0	0.8	0.8	1.52
COc1ccc(C(=O)Nc2cc(=O)n(C)c(=O)n2C)cc1OC
  99.5	-1.4	-2.3	-0.2	103.0	-4.3	0.7	-0.4	6.5	0.92
OCc1nc(CO)n(Cc2ccccc2)n1
  103.9	-0.1	0.8	-0.2	99.3	2.3	0.3	2.6	-5.8	0.97
CCN(CC)S(=O)(=O)c1ccc(C(=O)NCc2n[nH]c(=S)n2Cc2ccccc2)cc1
  102.1	-12.0	1.7	0.1	98.5	-7.5	2.5	-0.1	1.6	1.04
COCCOC(=O)c1c(C)oc2ccc(OC(=O)COc3c(F)c(F)c(F)c(F)c3F)cc12
  93.8	5.3	-5.0	-0.3	104.6	-2.2	10.2	1.5	2.1	1.16
CC(=O)Nc1ccc(S(=O)(=O)N2CCSC2c2ccc(C)cc2)cc1 (stereo not drawn)
  100.0	9.4	-0.3	-0.1	100.3	3.2	4.9	2.1	0.8	0.84
COc1ccc(NC(=O)c2c(NC(=O)CCC(=O)O)sc3c2CCCCC3)cc1
  98.3	-11.6	5.4	-0.4	93.3	2.3	4.2	-0.3	7.4	1.2

An unsorted share of the library, and some 5.6% of all compounds hit somewhere here.
